Screens (PubChem BioAssay)
HIF-2a block = inhibitors of HIF-2a; 786-0 RCC cells HIF-2a reporter, luciferase luminescence, overnight; 360,000 compounds, 0.72% hits; inhibition, % at 18.8 µM;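 active = inhibition of the luminescence signal of 40% or more relative to plate controls, in a single-dose primary screen at 18.75 µM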
hiPSC survival = hiPSC single-cell survival enhancement | survival enhancement, % at 20 µM | 360,000 compounds, 0.044% hits | AID 602274 | ATPlite luminescence; 100% = ROCK inhibitor wells, 0% = DMSO; in the data active = survival enhancement above about 18%;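 note: cells exposed to compounds for 16 hours before the ATP read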
Peg3 prom inh = reduces Peg3 promoter-driven luciferase expression in HeLa. 360,000 compounds, 1.7% hits. inhibition, % at 20 µM. HeLa PEG-Prom luciferase reporter, luminescence, overnight;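 active = inhibition of at least 50% at 20 µM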
aDG glyco up = increases alpha dystroglycan glycosylation. Pro5-aDG cells, alpha-DG glycosylation AlphaScreen (IIH6); 0% Pro5, 100% B10-LARGE cell signal. activation, % at 10 µM. 360,000 compounds, 0.22% hits. AID 624168;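 active = activation of at least 8% versus controls, or a plate z-score of at least 8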;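 note: Pro5 are CHO cells carrying HIG-tagged alpha-DG that lacks glycosylation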
Granule exo inh = lytic granule exocytosis inhibition. TALL-104 LAMP-1 surface exposure, flow cytometry; cells stimulated with thapsigargin and PMA. inhibition, % at 10 µM. 360,000 compounds, 0.66% hits;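 active = inhibition above about 55%, limit read from the data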
PDI turbidity = inhibitors of human protein disulfide isomerase; P07237; PDI insulin aggregation turbidity, A650, 90 min; inhibition, % at 10 µM; 350,000 compounds, 0.052% hits; AID 588391;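 active = mean inhibition across replicates of 30% or more, whatever share of single replicates reach that level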;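 note: absorbance from insulin aggregation driven by PDI reduction with DTT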
Target sequence (P07237 whole entry, looked up): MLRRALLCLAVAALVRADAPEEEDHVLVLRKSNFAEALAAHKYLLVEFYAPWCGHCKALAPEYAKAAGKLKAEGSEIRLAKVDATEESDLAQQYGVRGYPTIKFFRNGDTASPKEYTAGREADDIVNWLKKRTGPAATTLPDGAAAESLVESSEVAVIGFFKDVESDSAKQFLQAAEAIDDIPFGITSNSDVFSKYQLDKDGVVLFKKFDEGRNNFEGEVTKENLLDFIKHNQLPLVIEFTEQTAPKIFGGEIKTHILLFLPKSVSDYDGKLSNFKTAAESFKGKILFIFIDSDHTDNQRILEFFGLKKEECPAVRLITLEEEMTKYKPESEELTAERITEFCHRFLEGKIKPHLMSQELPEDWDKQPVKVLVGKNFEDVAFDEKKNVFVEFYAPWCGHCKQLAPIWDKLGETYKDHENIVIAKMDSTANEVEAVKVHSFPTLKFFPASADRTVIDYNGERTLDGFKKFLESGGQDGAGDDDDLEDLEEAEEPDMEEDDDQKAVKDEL
TRPM1 prom inh = reduces MITF-dependent TRPM1 promoter luciferase signal; inhibition, % at 12.5 µM; 330,000 compounds, 0.83% hits; SK-MEL-5 TRPM1 promoter luciferase, 24 h;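 active = mean inhibition across replicates of 60% or more, whatever share of single replicates reaches that level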; note: values of inactives mirror those of a sister screen read the other way
NR2E3 ag-1 = human photoreceptor-specific nuclear receptor agonism; Q9Y5X4; 360,000 compounds, 0.35% hits; inhibition of corepressor binding, % at 3.98 µM; CHO-S Gal4-NCOR/VP16-NR2E3 two-hybrid, luciferase; AID 602229;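 active = inhibition above the mean of all tested compounds plus 3 SD, cut at about 70% in these data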;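 note: 0% = DMSO with NR2E3 transfected cells and 100% = cells lacking NR2E3 construct; higher means lower luciferase signal from less NR2E3 corepressor binding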
Target sequence (Q9Y5X4 whole entry, looked up, the tested form may be a part): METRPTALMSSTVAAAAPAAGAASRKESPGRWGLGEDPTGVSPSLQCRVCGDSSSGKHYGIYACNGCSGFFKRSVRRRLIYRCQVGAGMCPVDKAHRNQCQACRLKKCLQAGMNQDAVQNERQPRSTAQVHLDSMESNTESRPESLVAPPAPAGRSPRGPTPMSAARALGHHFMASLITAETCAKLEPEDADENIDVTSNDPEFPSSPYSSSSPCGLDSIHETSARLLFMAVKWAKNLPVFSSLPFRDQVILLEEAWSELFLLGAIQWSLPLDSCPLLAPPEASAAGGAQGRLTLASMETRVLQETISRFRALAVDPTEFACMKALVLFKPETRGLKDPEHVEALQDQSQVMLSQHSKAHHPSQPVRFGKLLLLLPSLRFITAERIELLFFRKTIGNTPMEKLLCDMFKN
CaV13 ICDI inh = Primary screen for inhibitors of IQ motif and Ca2+-dependent inactivation inhibitor domain binding in CACNA1D, Förster resonance energy transfer in living cells, …; AID 743397; inhibition, % at 12.3 µM; 340,000 compounds, 0.098% hits; HEK cells, CFP/YFP FRET ICDI-IQ, plate reader, 10 min; percent FRET-ratio fall versus neutral wells;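 active = mean replicate inhibition of at least 30% and at least 1% of replicates passing that level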;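 note: 0% = median of the neutral control wells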
Vif imaging = inhibitors of HIV Vif | HEK293T cells, Vif self-association by quenched fluorescence, imaging, 24 h | inhibition, % at 7.49 µM | 340,000 compounds, 0.35% hits; in the data active = inhibition above about 50%, passing the limit was not always enough; note: some results filed as inactive read as strong as hits
NR2E3 ag-2 = NR2E3 (human) agonism; Q9Y5X4; GST-NR2E3/biotin-RetCOR TR-FRET, 1536-well; inhibition of corepressor binding, % at 4.78 µM; 320,000 compounds, 0.12% hits; AID 2300;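 active = percent inhibition above the cutoff of mean plus 3 SD of all tested compounds, set per screening campaign, cut at about 20% in these data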;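 note: 0% = DMSO wells and 100% = biotin wells as full block of FRET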
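Material: NR2E3–RetCOR corepressor complex / Amount: 1.35 nM GST-NR2E3 / Medium: Tris pH 7.5 / Compound: single nominal compound dose of 4.8 µM / Incubation: 5 h at 4 °C / Technique: TR-FRET, Eu(K)-anti-GST donor, streptavidin-D2 acceptor, ex 340, em 617/671 nm / Read-out basis: percent loss of FRET ratio relative to control wells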
* hit, by the source's call; x = not tested or not shown.

The opening 3 compounds, to show the layout:
(1) CCS(=O)(=O)c1ccc2oc(SCC(=O)c3ccco3)nc2c1
(2) COc1cc(-c2cnc3c(NC=O)cc(-c4cccc(NC(C)=O)c4)cn23)cc(OC)c1OC
(3) CSc1ncnc2[nH]ncc12

entry no.	1	2	3
HIF-2a block	-8	26	11
hiPSC survival	1.4	0.3	-1.0
Peg3 prom inh	-12	64*	11
aDG glyco up	-0.2	-0.2	0.0
Granule exo inh	-2	18	-5
PDI turbidity	0	-7	0
TRPM1 prom inh	-6	x	-6
NR2E3 ag-1	-6	-3	18
CaV13 ICDI inh	x	-19	-6
Vif imaging	20	73*	-1
NR2E3 ag-2	-2	x	x

The whole of this part, from the first entry:
(1) CCS(=O)(=O)c1ccc2oc(SCC(=O)c3ccco3)nc2c1
(2) COc1cc(-c2cnc3c(NC=O)cc(-c4cccc(NC(C)=O)c4)cn23)cc(OC)c1OC
(3) CSc1ncnc2[nH]ncc12
(4) COc1ccc(C(=O)CC(C(=O)O)c2ccc(OC)c(OC)c2)cc1OC (configuration not stated)
(5) O=c1[nH]c2ccccc2nc1-c1nnnn1Cc1ccccc1
(6) Cc1ccc(NC(=O)c2ccco2)c(NC(=O)c2ccccc2C)c1
(7) Cc1occc1-c1nnc(SCC(=O)c2ccc(F)cc2)o1
(8) O=C(NC1CCCCC1)NC1CCN(S(=O)(=O)c2ccc3c(c2)OCCO3)CC1

entry no.	1	2	3	4	5	6	7	8
HIF-2a block	-8	26	11	14	0	-6	-134	6
hiPSC survival	1.4	0.3	-1.0	0.3	0.6	0.0	1.7	-0.7
Peg3 prom inh	-12	64*	11	16	x	2	-167	13
aDG glyco up	-0.2	-0.2	0.0	0.0	0.0	0.0	0.1	-0.1
Granule exo inh	-2	18	-5	4	-3	-14	-2	6
PDI turbidity	0	-7	0	2	x	-1	-4	-17
TRPM1 prom inh	-6	x	-6	x	x	-2	-38	3
NR2E3 ag-1	-6	-3	18	-8	-37	-27	-25	0
CaV13 ICDI inh	x	-19	-6	-6	-6	-5	x	-3
Vif imaging	20	73*	-1	2	x	6	-1	10
NR2E3 ag-2	-2	x	x	x	x	0	1	0

(9) Cc1ccc(S(=O)(=O)c2c(C)cc(C)nc2Cl)cc1
(10) COc1ccc(N(S(=O)(=O)c2ccccc2)S(=O)(=O)c2ccccc2)c(N)c1
(11) O=c1[nH]c(C2CCCN(S(=O)(=O)c3ccccc3)C2)nc2c1nnn2Cc1ccccc1F (configuration not stated)
(12) c1ccc(-c2nnc(OCc3cccnc3)c3ccccc23)cc1
(13) Cc1c(C(=O)OCC(C)C)[nH]c2c1C(=O)CC(c1cccs1)C2 (configuration not stated)
(14) CCCNC(=O)c1n[nH]c2c1CC(C(C)(C)CC)CC2 (configuration not stated)
(15) O=C(C(c1ccccc1)c1ccccc1)N1CCN(Cc2ccco2)CC1
(16) CCc1ccc2[nH]c(=O)c(C(c3nnnn3CCOC)N3CCN(c4ccccc4)CC3)cc2c1 (configuration not stated)

entry no.	9	10	11	12	13	14	15	16
HIF-2a block	9	9	17	0	-6	-104	-35	-78
hiPSC survival	-1.9	-2.7	1.0	0.5	2.3	-1.5	3.0	1.7
Peg3 prom inh	20	12	16	1	7	-85	-7	-10
aDG glyco up	-0.1	0.1	-0.2	0.1	0.3	0.0	0.3	-0.2
Granule exo inh	2	16	0	2	4	-5	-1	-2
PDI turbidity	-5	13	-3	-4	-4	1	-7	-6
TRPM1 prom inh	-10	28	1	4	35	-46	4	0
NR2E3 ag-1	-16	-8	10	16	-62	-15	-7	-8
CaV13 ICDI inh	x	-9	x	-5	-5	-11	-8	-6
Vif imaging	6	-3	1	-3	1	-1	2	-1
NR2E3 ag-2	1	-1	0	4	1	3	-3	1

(17) O=S1(=O)N=C(N/N=C/c2ccccn2)c2ccccc21
(18) COc1ccc2[nH]c(=O)c(CN(C3CCCCC3)C(c3nnnn3Cc3ccco3)C(C)C)cc2c1 (configuration not stated)
(19) O=S(=O)(c1cccc(S(=O)(=O)N2CCN(c3ncccn3)CC2)c1)N1CCOCC1
(20) CCOC(=O)CC1=C(C(=O)OCC)C(c2cccs2)C(C#N)=C(N)O1 (configuration not stated)
(21) O=C(NC(=S)Nc1nc(-c2cccc([N+](=O)[O-])c2)cs1)c1ccccc1Cl
(22) Cc1c(O)ccc2c(O)c(NC(=O)c3ccc4c(c3)CCC(C)(C)O4)c(=O)oc12
(23) Cc1ccc(NC(=O)CN(C)C2CCCCC2)cc1Br
(24) COc1ccc(C2CC(c3ccc4ccccc4c3)=NN2C(=O)CN2C(=O)CCC2=O)cc1 (configuration not stated)

entry no.	17	18	19	20	21	22	23	24
HIF-2a block	14	-1	20	10	-3	2	-10	-42
hiPSC survival	-2.0	-3.6	2.9	3.1	-1.0	1.9	-1.2	-0.1
Peg3 prom inh	-5	16	6	-5	-5	4	11	13
aDG glyco up	-0.1	-0.3	-0.8	0.1	-0.2	0.1	0.8	1.2
Granule exo inh	0	-2	2	-3	2	-9	-1	-10
PDI turbidity	3	3	-10	-7	-8	-5	-1	-2
TRPM1 prom inh	23	5	-7	1	-1	1	5	-13
NR2E3 ag-1	-11	-34	-13	18	-48	-5	-21	-14
CaV13 ICDI inh	-6	x	x	x	-5	-4	-5	-6
Vif imaging	-3	5	4	-10	0	2	-4	-2
NR2E3 ag-2	2	3	1	2	1	0	4	-1

(25) c1ccc(-c2cc3n(c2)CCc2ccccc2-3)cc1
(26) COc1ccc(CN2CCNC(=O)C2CC(=O)NCCc2c[nH]c3ccccc23)c(OC)c1 (configuration not stated)
(27) CC(=O)c1c(C)nn(CC(O)COc2ccc3c(c2)CCC3)c1C (configuration not stated)
(28) O=C(Cc1ccccc1)NC(Nc1ccccc1)C(Cl)(Cl)Cl (configuration not stated)
(29) NC(=O)C1CCN(c2oc(-c3ccccc3F)nc2S(=O)(=O)c2ccc(Cl)cc2)CC1
(30) COCCCNc1ccn2nc(-c3cc(OC)c(OC)c(OC)c3)cc2n1
(31) Cc1ccc(S(=O)(=O)N(CC(=O)N/N=C\c2cccs2)c2cccc3cccnc23)cc1
(32) CCCCC1CCC(C(=O)N(C)CC(=O)Nc2cccc(F)c2)CC1 (configuration not stated)

entry no.	25	26	27	28	29	30	31	32
HIF-2a block	-30	8	7	17	3	-37	17	7
hiPSC survival	1.0	-2.5	-2.6	-4.0	6.3	2.5	1.5	-0.3
Peg3 prom inh	-132	13	12	5	13	-31	13	24
aDG glyco up	1.0	-0.2	0.3	0.1	-0.3	-0.2	-0.2	0.0
Granule exo inh	-1	-7	-4	0	2	-3	0	-1
PDI turbidity	-6	1	3	-16	10	11	-1	-3
TRPM1 prom inh	0	10	5	12	3	x	-2	6
NR2E3 ag-1	-30	-28	-2	5	11	2	18	11
CaV13 ICDI inh	-5	2	-9	x	0	-6	-3	x
Vif imaging	-15	-4	-35	14	-7	-3	-6	-10
NR2E3 ag-2	0	-4	1	3	0	x	-3	0

A different layout for 2 compounds above:
#	SMILES	HIF-2a block	hiPSC survival	Peg3 prom inh	aDG glyco up	Granule exo inh	PDI turbidity	TRPM1 prom inh	NR2E3 ag-1	CaV13 ICDI inh	Vif imaging	NR2E3 ag-2
32	CCCCC1CCC(C(=O)N(C)CC(=O)Nc2cccc(F)c2)CC1 (configuration not stated)	7	-0.3	24	0.0	-1	-3	6	11	x	-10	0
25	c1ccc(-c2cc3n(c2)CCc2ccccc2-3)cc1	-30	1.0	-132	1.0	-1	-6	0	-30	-5	-15	0

Following part
(33) NC(=O)CCCc1nc(-c2ccccc2)no1
(34) CC1=C(C(=O)Nc2ccccc2)C2(CCCCC2)C(C(N)=O)C(=S)N1 (configuration not stated)
(35) Oc1ccc(CCc2ccccn2)cc1
(36) COc1ccc(-n2nnc3c(=O)n(CC(=O)NCC4CCCO4)cnc32)cc1 (configuration not stated)
(37) Cc1ccccc1OCCn1nc(C(=O)O)c2ccccc2c1=O
(38) COc1cc(C(=O)OCC(=O)N2CCC(C)CC2)cc2c1OCCO2
(39) Cc1cc(C)cc(Nc2ccc(C(=O)O)cc2[N+](=O)[O-])c1
(40) CCC(C)NS(=O)(=O)c1ccc(NC(=O)CCC2CCCCC2)cc1 (configuration not stated)

entry no.	33	34	35	36	37	38	39	40
HIF-2a block	-3	19	-57	0	4	-2	13	22
hiPSC survival	-0.4	-0.8	-0.9	0.3	4.9	4.3	-0.1	1.2
Peg3 prom inh	5	-1	-65	13	-3	9	2	-3
aDG glyco up	-0.1	0.1	0.1	-0.3	-0.1	0.1	-0.1	0.2
Granule exo inh	-3	1	3	-2	1	5	-46	-7
PDI turbidity	5	-6	-32	7	-8	-1	-1	8
TRPM1 prom inh	-9	4	x	6	4	-2	16	5
NR2E3 ag-1	-1	-14	-29	-3	-22	-18	-10	7
CaV13 ICDI inh	-15	-9	-6	-4	0	-2	-4	-4
Vif imaging	-2	3	16	x	-6	3	-3	5
NR2E3 ag-2	4	-1	x	1	-3	3	-2	-6

(41) CCOc1ncccc1C(=O)OCC(=O)N1CCN(S(=O)(=O)c2ccccc2)CC1
(42) Cc1c(Cl)cccc1NC(=O)CC(NCCN1CCOCC1)C(=O)O (configuration not stated)
(43) COc1ccc(NC(=O)c2c(-c3ccccc3)noc2C)c(OC)c1
(44) COc1ccc(CNC(=O)c2ccc3c(=O)n4c(nc3c2)CCCCC4)cc1OC
(45) CN(Cc1nc(-c2cnccn2)no1)CC1CCN(Cc2ccccc2)CC1
(46) Cc1ccc(-c2nc(C)sc2CC(=O)Nc2nnc(C)s2)cc1
(47) Cc1nonc1OCCNCc1c(C(=O)N2CCCCCCC2)nc2ccc(Cl)cn12
(48) COc1ccccc1NC(=O)C1CC(C(C)C)OC1=O (configuration not stated)
(49) NC(=O)c1ccc(NC(=O)COC(=O)c2ccccc2Nc2ccccc2)cc1
(50) O=C(COC(=O)c1ccco1)NC12CC3CC(CC(C3)C1)C2

entry no.	41	42	43	44	45	46	47	48	49	50
HIF-2a block	18	7	-1	9	11	11	12	-8	0	5
hiPSC survival	-3.1	0.4	-0.5	-0.3	0.2	-0.4	-0.7	0.3	-0.2	-2.1
Peg3 prom inh	6	9	4	4	1	25	1	5	10	-3
aDG glyco up	-0.2	0.0	0.2	0.3	0.1	1.2	0.0	-0.1	0.4	0.0
Granule exo inh	0	0	0	-3	0	7	-1	-4	4	1
PDI turbidity	0	-1	-6	8	-54	-1	-4	1	-5	0
TRPM1 prom inh	-3	4	0	22	0	8	7	x	2	7
NR2E3 ag-1	-31	3	0	27	19	19	6	-3	-26	-10
CaV13 ICDI inh	-3	-3	-7	-2	2	-9	-17	2	3	-6
Vif imaging	-1	-1	-4	-8	5	4	-1	-5	-4	6
NR2E3 ag-2	-1	0	5	x	-2	1	-1	-1	-1	x
